Screening results deposited in PubChem BioAssay by ICCB-Longwood Screening Facility, Harvard Medical School.
PV pol inh: inhibitors of poliovirus RNA polymerase binding and polymerization; P03300; poliovirus polymerase elongation, fluorescence polarization; stronger effect = lower value; % elongation, % (compound at 16.7 µg/mL); 0.66% of 150,000 active; in the data active = % elongation below about 90%; note: some results filed as inactive read as strong as hits
Target sequence (P03300 1749-2209 limits assumed): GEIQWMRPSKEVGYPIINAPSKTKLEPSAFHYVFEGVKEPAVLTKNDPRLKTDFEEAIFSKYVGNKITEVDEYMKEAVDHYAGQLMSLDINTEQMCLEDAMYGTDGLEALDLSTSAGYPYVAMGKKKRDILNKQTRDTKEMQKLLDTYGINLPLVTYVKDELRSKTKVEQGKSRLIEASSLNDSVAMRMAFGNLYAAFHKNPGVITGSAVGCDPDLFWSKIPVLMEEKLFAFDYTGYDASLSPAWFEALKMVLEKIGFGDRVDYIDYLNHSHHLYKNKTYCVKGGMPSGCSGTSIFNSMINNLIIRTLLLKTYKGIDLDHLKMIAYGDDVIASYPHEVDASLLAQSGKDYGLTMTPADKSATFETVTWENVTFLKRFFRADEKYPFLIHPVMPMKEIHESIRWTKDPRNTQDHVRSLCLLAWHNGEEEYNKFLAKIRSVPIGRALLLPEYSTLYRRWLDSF
PV pol inh FP z-score: further read-out of PV pol inh, marked with its call; z-score; measured here: FP z-score; hits read low
Active calls of the source: *.

For COc1ccc(-n2c(=O)c3c4c(sc3n(Cc3ccccc3C)c2=O)CCCC4)c(OC)c1 the results were PV pol inh 106 and PV pol inh FP z-score 0.2.
`CN1CCC(NC(=O)C2CCCO2)CC1` (centres undefined) gave PV pol inh 99 and PV pol inh FP z-score -0.1.
Screening COC(=O)c1sc2cccc(F)c2c1S(=O)(=O)Nc1ccc(C)cc1Cl returned PV pol inh 112 and PV pol inh FP z-score 1.6.
O=C1c2c(-c3ccc(Cl)cc3)csc2NC2CCCN12 (centres undefined) was read as PV pol inh 98 and PV pol inh FP z-score -0.7.
`O=C(Cn1nnc(-c2ccccc2)n1)N1CCc2ccccc21` gave PV pol inh 103 and PV pol inh FP z-score -0.2.
Screening O=C(NCc1ccccc1Cl)c1ccccc1NC(=O)c1nsc2ccccc12 returned PV pol inh 105 and PV pol inh FP z-score -0.5.
NC(=NCCc1ccccc1)Nc1nc2ccccc2[nH]1 was read as PV pol inh 100 and PV pol inh FP z-score -0.2.
`CC1CCN(S(=O)(=O)c2ccc3c(c2)N(CC(=O)NCc2ccccc2Cl)C(=O)CS3)CC1` gave PV pol inh 108 and PV pol inh FP z-score -0.1.
Screening CN(CC(=O)Nc1cccc(F)c1)S(=O)(=O)c1ccc2c(c1)n(C)c(=O)c(=O)n2C returned PV pol inh 101 and PV pol inh FP z-score -1.1.
Screening O=C(NCCc1ccc(Cl)cc1)c1ccc(CS(=O)c2ccc(Cl)cc2)o1 (centres undefined) returned PV pol inh 102 and PV pol inh FP z-score -0.4.
COc1cccc(N2CC(NC(=O)c3ccc(S(=O)(=O)N4CCOCC4)cc3)CC2=O)c1 (centres undefined) was read as PV pol inh 111 and PV pol inh FP z-score 0.8.
For CCn1c(SCC2CCCCO2)nnc1-c1cccs1 (centres undefined) the results were PV pol inh 102 and PV pol inh FP z-score 0.
For O=C(COc1ccccc1-c1nc(-c2ccccc2)no1)Nc1ccccc1[N+](=O)[O-] the results were PV pol inh 111 and PV pol inh FP z-score 0.7.
For CN=C(Nc1ccc(OC)cc1)c1ccccc1 the results were PV pol inh 103 and PV pol inh FP z-score 0.
Screening Clc1ccccc1N1CCN(Cc2ccsc2)CC1 returned PV pol inh 104 and PV pol inh FP z-score 1.
Screening Cc1cc(NC(=O)c2cc(-c3ccc(Cl)cc3)on2)nn1Cc1ccc(Cl)cc1 returned PV pol inh 101 and PV pol inh FP z-score -0.3.
Screening CC(C)NC(=O)CCc1nc2ccccc2c(=O)[nH]1 returned PV pol inh 101 and PV pol inh FP z-score -0.3.
COc1ccc(Cn2c(=O)oc3ccccc32)cc1 was read as PV pol inh 99 and PV pol inh FP z-score -0.4.
`Cn1ccnc1C(=O)c1cc(Sc2nnnn2-c2ccccc2)nc2ccccc12` gave PV pol inh 97 and PV pol inh FP z-score -0.7.
`COc1ccc(-n2cc(C#N)c(=O)n(Cc3ccccc3)c2=O)cc1` gave PV pol inh 103 and PV pol inh FP z-score 0.3.
For Cc1ccc(CSc2nnc(-n3c(=O)c(C#N)cc4c(=O)n5cccc(C)c5nc43)s2)cc1 the results were PV pol inh 105 and PV pol inh FP z-score -0.3.
CCSc1sccc1C1C(C#N)=C(N)N(c2cccnc2)C2=C1C(=O)CCC2 (centres undefined) was read as PV pol inh 101 and PV pol inh FP z-score -0.1.
For Cc1ccc2c(CC(=O)OCc3nc(N)nc(Nc4ccccc4C)n3)coc2c1 the results were PV pol inh 119 and PV pol inh FP z-score 1.8.
`CCC(=O)Nc1cc(C(F)(F)F)ccc1N1CCOCC1` gave PV pol inh 104 and PV pol inh FP z-score 0.1.
CCC(C(=O)NC1CCCCC1)n1c(C(=O)OC)cc2sc(Cl)cc21 (centres undefined) was read as PV pol inh 104 and PV pol inh FP z-score 0.9.
For Cc1ccc(C)c(-n2nnnc2SCC(=O)OCC(=O)c2cc(C)n(-c3ccc4c(c3)OCO4)c2C)c1 the results were PV pol inh 101 and PV pol inh FP z-score -0.2.
For C=CCn1c(Cc2c[nH]c3ccccc23)nnc1SCC(=O)Nc1ccc(OC)cc1 the results were PV pol inh 99 and PV pol inh FP z-score -0.7.
For CCCCn1c(=O)n(Cc2cc(=O)n3ccsc3n2)c(=O)c2c1ncn2Cc1ccco1 the results were PV pol inh 101 and PV pol inh FP z-score -0.2.
`O=C(NCCCN1CCCC1=O)c1ccc(Cl)c(NS(=O)(=O)c2ccc(F)cc2)c1` gave PV pol inh 100 and PV pol inh FP z-score -0.5.
Screening O=C(Nc1nnc(-c2ccccc2)o1)C1CCN(C(=O)/C=C/c2ccccc2)CC1 returned PV pol inh 104 and PV pol inh FP z-score 0.2.
For COc1ccc(S(=O)(=O)Nc2ccc(O)c(Sc3nc4ccccc4s3)c2)cc1 the results were PV pol inh 103 and PV pol inh FP z-score -0.4.
Screening Cc1nn(-c2ccccc2)nc1C(=O)ON1C(=O)C2C3C=CC(O3)C2C1=O (centres undefined) returned PV pol inh 97 and PV pol inh FP z-score -0.9.
Screening Cn1cc(C(=O)O)c(=O)c2cc(S(=O)(=O)N3CCCCC3)ccc21 returned PV pol inh 101 and PV pol inh FP z-score -1.4.
CCNc1nc(NCC)n2c(SCC(=O)c3c[nH]c4ccccc34)nnc2n1 was read as PV pol inh 104 and PV pol inh FP z-score 0.2.
`Cc1cccc(Cn2c(=O)n(CC3CCC(C(=O)N4CCOCC4)CC3)c(=O)c3sccc32)c1` (centres undefined) gave PV pol inh 107 and PV pol inh FP z-score 0.1.
For O=C1c2ccncc2C(=O)N1C1CCCCC1 the results were PV pol inh 110 and PV pol inh FP z-score 1.
For Cc1cc(C)cc(NC(=O)CSc2nncn3c2cc2occc23)c1 the results were PV pol inh 106 and PV pol inh FP z-score -0.2.
COC(=O)c1c(SCC(=O)Nc2ccccc2C(F)(F)F)[nH]c2ccc(Cl)cc2c1=O was read as PV pol inh 109 and PV pol inh FP z-score 0.4.
CCOC(=O)c1cc2c(ccn2C)n1Cc1c(Cl)cccc1Cl was read as PV pol inh 100 and PV pol inh FP z-score -0.3.
Screening COc1ccc(-c2nc3ccccc3o2)cc1NC(=O)C(C)(C)Oc1ccc(Br)cc1 returned PV pol inh 103 and PV pol inh FP z-score -0.5.
For Cc1ccc(NC(=O)CSc2nc3ccccc3c3nc(CCc4c(C)n[nH]c4C)nn23)c(C)c1 the results were PV pol inh 107 and PV pol inh FP z-score 0.2.
Screening O=C(COc1ccc(Cl)cc1)N(Cc1ccco1)c1ccccn1 returned PV pol inh 108 and PV pol inh FP z-score 0.1.
Screening Cc1ccc(NC(=O)c2sc(-n3nc(C)c(Cc4ccc5c(c4)OCO5)c3C)nc2C)cc1C returned PV pol inh 100 and PV pol inh FP z-score -0.3.
For Cc1ccc(OCC(=O)N2CCCCC2)cc1 the results were PV pol inh 101 and PV pol inh FP z-score -0.1.
Screening O=C(Cn1cc(/C=C2\NC(=S)N(c3ccccc3)C2=O)c2ccccc21)NCc1ccco1 returned PV pol inh 90 and PV pol inh FP z-score -3.8.
Screening Cc1ccc(C(=O)Nc2ccccc2)cc1S(=O)(=O)Nc1ccccc1 returned PV pol inh 107 and PV pol inh FP z-score 0.7.
Screening CCOC(=O)C(C)N1c2cccc3cccc(c23)S1(=O)=O (centres undefined) returned PV pol inh 103 and PV pol inh FP z-score 0.3.
For CCOC(=O)C1=C(CSc2nc(CC)c(C)cc2C#N)OC(N)=C(C#N)C1c1ccc(F)cc1 (centres undefined) the results were PV pol inh 107 and PV pol inh FP z-score 0.5.
COc1cc(-c2ccc(/C=C3\SC(=N)N(c4nccs4)C3=O)o2)c(OC)cc1Cl was read as PV pol inh 113 and PV pol inh FP z-score 3.7.
Screening CCOc1ccccc1NC(=O)COC(=O)c1cn(CC)c2nc(C)ccc2c1=O returned PV pol inh 107 and PV pol inh FP z-score 0.4.
For CCOC(=O)c1cc(C)n(CCCN2CCOCC2)c1C the results were PV pol inh 98 and PV pol inh FP z-score -0.6.
`O=C(Oc1ccccc1N1CCCCC1)c1sccc1Cl` gave PV pol inh 110 and PV pol inh FP z-score 0.9.
Screening CC(NC(=S)Nc1ccc(S(N)(=O)=O)cc1)c1ccncc1 (centres undefined) returned PV pol inh 99 and PV pol inh FP z-score -0.2.
For O=C(NC1CCN(C(=O)Nc2cccc(Cl)c2)CC1)C1CCCCC1 the results were PV pol inh 101 and PV pol inh FP z-score -0.3.
For COc1ccc(Cn2c3ccccc3c3nc4ccccc4nc32)cc1 the results were PV pol inh 102 and PV pol inh FP z-score 0.
Screening Cc1ccc2cc(CN(Cc3ccccc3)C(=O)C3CC3)c3nnnn3c2c1 returned PV pol inh 102 and PV pol inh FP z-score 0.1.
Cc1n[nH]c(=O)c2c(NC(=O)COC(=O)CC3(Cc4nc5ccccc5s4)CCCC3)oc(C)c12 was read as PV pol inh 104 and PV pol inh FP z-score -0.1.
For O=C(O)c1ccc(-n2nnnc2SCC(=O)N2CCOCC2)cc1 the results were PV pol inh 103 and PV pol inh FP z-score 0.2.
For CCOC(=O)C1CCN(C(=O)c2cnn(-c3ccccc3)c2-n2cccc2)CC1 the results were PV pol inh 101 and PV pol inh FP z-score -0.3.
Cc1ccccc1NC(=O)CSc1nc(-c2ccccc2)cn1-c1ccccc1F was read as PV pol inh 115 and PV pol inh FP z-score 1.7.
For CC1SC(/N=C/c2ccc(O)cc2)=NNC1=O (centres undefined) the results were PV pol inh 105 and PV pol inh FP z-score 0.
Screening O=C(CSc1nc2c([nH]c3ccccc32)c(=O)n1-c1cccc(Cl)c1)N1CCc2ccccc21 returned PV pol inh 110 and PV pol inh FP z-score 0.7.
For O=C(c1ccccc1Cl)N(Cc1ccco1)c1ccccn1 the results were PV pol inh 103 and PV pol inh FP z-score -0.3.
`COc1cccc(C(=O)Nc2ccc3nc(N4CCC(C)CC4)cc(C)c3c2)c1` gave PV pol inh 105 and PV pol inh FP z-score 0.
CCOc1ccc(NC(=O)CCC(C(=O)O)C(C)C)cc1 (centres undefined) was read as PV pol inh 103 and PV pol inh FP z-score 0.5.
Screening Cc1ccc(Cn2c(C)cc(C)c(C#N)c2=O)cc1 returned PV pol inh 104 and PV pol inh FP z-score 0.5.
CCc1ccc(NC(=O)CCC(=O)c2ccccc2)cc1 was read as PV pol inh 98 and PV pol inh FP z-score -0.9.
For COc1ccc(NC(=O)c2ccc3snnc3c2)cc1 the results were PV pol inh 102 and PV pol inh FP z-score 0.
For CCSc1ncc(Cl)c(C(=O)Nc2c(C(=O)Nc3ccc(Cl)cc3)oc3ccccc23)n1 the results were PV pol inh 106 and PV pol inh FP z-score -0.1.
COc1cccc(NC(=O)C(Sc2nnc(-c3ccccc3)o2)c2ccccc2)c1 (centres undefined) was read as PV pol inh 104 and PV pol inh FP z-score 0.
`CC(=O)NC(=S)N[C@@H]1O[C@H](COC(C)=O)[C@@H](OC(C)=O)[C@H](OC(C)=O)[C@H]1OC(C)=O` gave PV pol inh 103 and PV pol inh FP z-score 0.3.
`Cc1c(NC(=O)C(C)(C)Oc2ccc(Cl)cc2)cccc1-c1nc2ncccc2o1` gave PV pol inh 98 and PV pol inh FP z-score -0.5.

Reprinted at random: 2 entries already listed.
Screening O=C(CSc1nc2c([nH]c3ccccc32)c(=O)n1-c1cccc(Cl)c1)N1CCc2ccccc21 returned PV pol inh 110 and PV pol inh FP z-score 0.7.
CCc1ccc(NC(=O)CCC(=O)c2ccccc2)cc1 was read as PV pol inh 98 and PV pol inh FP z-score -0.9.

Additional results follow:
Screening O=C1O[C@@H]2C[C@H]3C[C@@H]2[C@@H]1[C@H]3C(=O)N1CCCc2ccccc21 returned PV pol inh 102 and PV pol inh FP z-score 0.2.
For CC1CCN(C(=O)CCC(=O)c2ccc3c(c2)OCCCO3)CC1 the results were PV pol inh 102 and PV pol inh FP z-score 0.1.
Screening CCc1ccc2nc(N(Cc3cccnc3)C(=O)c3ccc(C#N)cc3)sc2c1 returned PV pol inh 101 and PV pol inh FP z-score -1.3.
CN(C)S(=O)(=O)c1ccc(=O)n(CC(=O)c2c[nH]c3ccccc23)c1 was read as PV pol inh 110 and PV pol inh FP z-score 1.3.
For Cc1cc(C)cc(N(CC(=O)NCc2ccco2)C(=O)c2snc(C(N)=O)c2N)c1 the results were PV pol inh 102 and PV pol inh FP z-score 0.3.
For COc1ccc(OC)c(CNC(=O)c2cnc3c(C)cccn3c2=O)c1 the results were PV pol inh 107 and PV pol inh FP z-score 0.1.
COc1ccccc1C1CC(=O)Nc2sc3c(C)c(C#N)c(N)nc3c21 (centres undefined) was read as PV pol inh 104 and PV pol inh FP z-score 0.5.
Screening O=C(CC1SC(=O)NC1=O)Nc1ccc(F)cc1 (centres undefined) returned PV pol inh 99 and PV pol inh FP z-score -0.5.
`Cc1c(C(=O)Nc2cc(Cl)ccc2-n2cncn2)[nH]c2c1C(=O)CC(C)(C)C2` gave PV pol inh 100 and PV pol inh FP z-score -0.6.

Among those listed so far, these have a furan ring, fused or not:
Screening O=C(NCCc1ccc(Cl)cc1)c1ccc(CS(=O)c2ccc(Cl)cc2)o1 (centres undefined) returned PV pol inh 102 and PV pol inh FP z-score -0.4.
For Cc1ccc2c(CC(=O)OCc3nc(N)nc(Nc4ccccc4C)n3)coc2c1 the results were PV pol inh 119 and PV pol inh FP z-score 1.8.
For CCCCn1c(=O)n(Cc2cc(=O)n3ccsc3n2)c(=O)c2c1ncn2Cc1ccco1 the results were PV pol inh 101 and PV pol inh FP z-score -0.2.
For Cc1cc(C)cc(NC(=O)CSc2nncn3c2cc2occc23)c1 the results were PV pol inh 106 and PV pol inh FP z-score -0.2.
Screening O=C(COc1ccc(Cl)cc1)N(Cc1ccco1)c1ccccn1 returned PV pol inh 108 and PV pol inh FP z-score 0.1.
Screening O=C(Cn1cc(/C=C2\NC(=S)N(c3ccccc3)C2=O)c2ccccc21)NCc1ccco1 returned PV pol inh 90 and PV pol inh FP z-score -3.8.
COc1cc(-c2ccc(/C=C3\SC(=N)N(c4nccs4)C3=O)o2)c(OC)cc1Cl was read as PV pol inh 113 and PV pol inh FP z-score 3.7.
Cc1n[nH]c(=O)c2c(NC(=O)COC(=O)CC3(Cc4nc5ccccc5s4)CCCC3)oc(C)c12 was read as PV pol inh 104 and PV pol inh FP z-score -0.1.
For O=C(c1ccccc1Cl)N(Cc1ccco1)c1ccccn1 the results were PV pol inh 103 and PV pol inh FP z-score -0.3.
For CCSc1ncc(Cl)c(C(=O)Nc2c(C(=O)Nc3ccc(Cl)cc3)oc3ccccc23)n1 the results were PV pol inh 106 and PV pol inh FP z-score -0.1.
For Cc1cc(C)cc(N(CC(=O)NCc2ccco2)C(=O)c2snc(C(N)=O)c2N)c1 the results were PV pol inh 102 and PV pol inh FP z-score 0.3.

Only part of the results is shown, so the mix of outcomes need not match the whole.
